From PubChem BioAssay
SRC2 inh – human SRC2 (NCOA2) inhibition; Q15596; HEK293 GAL4-SRC2 luciferase reporter, luminescence; inhibition, % at 9 µM; 370,000 compounds, 0.17% hits;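 active = inhibition above the mean inhibition of all tested compounds plus 3 SD, set per campaign, cut at about 52% in these data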;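 also: 0% = DMSO treated cells and 100% = cells given Gossypol at 36 µM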
EBV LMP1 NFkB – inhibitors of Epstein-Barr LMP1-induced NF-kappaB reporter; LMP1-induced NF-kappaB luciferase reporter cells, luminescence; inhibition, % at 12.5 µM; 350,000 compounds, 0.69% hits; AID 504558; in the data active = inhibition above about 41%;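 also: 0% = neutral control wells and 100% = reference inhibitor control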
TROY NFkB inh – inhibitors of TROY-dependent NF-kB signaling | Q293 LMP1-TROYcd NF-kB luciferase reporter, 4 h | inhibition, % at 10 µM | AID 1347056 | 360,000 compounds, 0.98% hits;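 active = compounds whose plate-normalised and pattern-corrected inhibition of the luciferase reporter signal at the single screening dose is 50% or more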
NR5A2 inv ag – inverse agonists of human LRH-1 (NR5A2) | O00482 | HEK293T StAR-luciferase reporter, LRH-1 transfected, 24 h | inhibition, % at 3.6 µM | 360,000 compounds, 0.13% hits | AID 602396;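 active = inhibition above the mean inhibition of all tested compounds plus 3 SD, cut at about 73% in these data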;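 also: 0% = DMSO wells and 100% = reporter-only cells lacking LRH-1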
C8 TRAIL sens – caspase-8 TRAIL sensitization. NB7+C8 cells + TRAIL, ATPlite viability luminescence. inhibition (viability loss, TRAIL sensitization), % at 10 µM. 360,000 compounds, 1% hits;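 active = compounds causing at least 50% loss of cell viability in the single-dose screen, relative to plate controls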
NR2F2 inh – inhibitors of human COUP-TFII (NR2F2). 370,000 compounds, 0.7% hits. inhibition, % at 8.6 µM. HEK293T NGFI-A luciferase reporter, luminescence;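 active = inhibition above a per-plate cutoff, mean inhibition of test wells between control levels plus 3 SD, cut at about 38% in these data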;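 also: cells cotransfected with COUP-TFII expression vector driving the NGFI-A reporter; 0% = median of COUP-TF2 test wells and 100% = reporter-only cells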
Target sequence (P24468 whole entry, looked up): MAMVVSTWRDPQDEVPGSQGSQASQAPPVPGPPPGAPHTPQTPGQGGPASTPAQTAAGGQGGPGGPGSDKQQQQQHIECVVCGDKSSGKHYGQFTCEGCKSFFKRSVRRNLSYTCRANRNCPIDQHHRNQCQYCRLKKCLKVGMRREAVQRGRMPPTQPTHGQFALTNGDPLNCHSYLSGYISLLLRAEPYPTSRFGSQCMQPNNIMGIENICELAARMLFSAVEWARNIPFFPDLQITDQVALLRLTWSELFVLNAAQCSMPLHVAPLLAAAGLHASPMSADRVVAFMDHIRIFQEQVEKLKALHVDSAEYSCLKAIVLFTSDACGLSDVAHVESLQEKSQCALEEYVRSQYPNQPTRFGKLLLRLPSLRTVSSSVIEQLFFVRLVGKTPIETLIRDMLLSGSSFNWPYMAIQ
NOD2-RIPK2 inh – NOD2-RIPK2 protein interaction inhibition | CHO BLA complementation NOD2-RIPK2, CCF4 ratio | inhibition, % at 4.98 µM | 360,000 compounds, 0.38% hits; in the data active = inhibition above about 21%;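 also: 0% = vehicle only and 100% = reference blocker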
Target sequence (O43353 whole entry, looked up): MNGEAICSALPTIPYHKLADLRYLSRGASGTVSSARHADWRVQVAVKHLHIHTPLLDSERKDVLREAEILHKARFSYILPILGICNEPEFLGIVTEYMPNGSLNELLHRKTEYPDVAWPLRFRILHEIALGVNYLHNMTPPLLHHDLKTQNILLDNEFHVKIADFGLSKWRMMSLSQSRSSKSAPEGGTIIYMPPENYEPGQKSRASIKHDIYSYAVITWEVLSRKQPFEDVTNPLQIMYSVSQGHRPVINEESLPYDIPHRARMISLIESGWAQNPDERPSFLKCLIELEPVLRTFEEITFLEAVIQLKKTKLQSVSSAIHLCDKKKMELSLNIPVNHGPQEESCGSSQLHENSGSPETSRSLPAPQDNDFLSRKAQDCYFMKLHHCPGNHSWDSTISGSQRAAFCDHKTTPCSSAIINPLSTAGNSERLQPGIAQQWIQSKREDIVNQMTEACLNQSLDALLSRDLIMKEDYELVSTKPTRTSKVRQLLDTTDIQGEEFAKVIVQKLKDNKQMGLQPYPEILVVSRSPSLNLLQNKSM
NCOA1 inh – human NCOA1 inhibition; HEK293 GAL4-SRC1 luciferase reporter, luminescence; inhibition, % at 3.6 µM; Q15788; 360,000 compounds, 0.12% hits; AID 588354;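 active = inhibition above the campaign mean plus 3 SD, with each screening campaign given its own cutoff, cut at about 60% in these data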;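 also: 0% = DMSO treated cells and 100% = gossypol at 36 µM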
TLR9-MyD88 block – blocks human TLR9 binding to MyD88; AID 504734; 340,000 compounds, 0.21% hits; CHO BLA complementation TLR9-MyD88, CCF4 FRET ratio; inhibition, % at 4.98 µM;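 active = inhibition above the mean over all tested compounds plus 3 SD, cut at about 21% in these data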;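 also: 0% = DMSO only wells and 100% = clavulanate BLA inhibitor control wells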
NCOA3 inh – inhibits human SRC3 coactivator; Q9Y6Q9; HEK293 GAL4-SRC3 luciferase reporter, luminescence; inhibition, % at 3.6 µM; 360,000 compounds, 0.17% hits;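 active = inhibition above a per-campaign cutoff, the mean of all compounds plus 3 SD, cut at about 60% in these data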;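 also: 0% = DMSO-treated cells and 100% = gossypol-treated cells at 36 µM; higher means less SRC3-driven luciferase light from the GAL4 reporter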
Vif imaging – HIV Vif inhibition; HEK293T cells, Vif self-association by quenched fluorescence, imaging, 24 h; inhibition, % at 7.49 µM; 340,000 compounds, 0.35% hits; in the data active = inhibition above about 50%, passing the limit was not always enough; also: some results filed as inactive read as strong as hits
An asterisk follows results filed as active; / = not tested or not shown. Not all compounds are listed; rates above refer to the full screens.

SMILES	SRC2 inh	EBV LMP1 NFkB	TROY NFkB inh	NR5A2 inv ag	C8 TRAIL sens	NR2F2 inh	NOD2-RIPK2 inh	NCOA1 inh	TLR9-MyD88 block	NCOA3 inh	Vif imaging
COc1ccc(CCNC(=O)c2ccccc2)cc1	-10	-7	-15	-29	18	-31	-5	-36	2	-42	22
CCn1c(=O)c2c(n3c(=S)[nH]nc13)-c1ccccc1CC21CCCCC1	16	6	0	4	0	23	-2	-3	-17	-8	-2
N/C(=N\O)c1ccc([N+](=O)[O-])s1	-19	5	-9	22	6	9	0	-2	4	10	5
COC(=O)c1cccc(NC(=S)NCc2ccc(F)cc2)c1	-6	2	-2	2	6	5	-5	-5	2	1	-3
Cc1ccc2nc(Nc3ccc(F)cc3)c3nncn3c2c1	-13	5	-11	-12	0	21	0	0	0	1	-10
COc1ccc(C(NC(=O)C2CCN(CCCc3ccccc3)CC2)c2ccccn2)cc1 (centres undefined)	/	/	3	15	15	/	-2	8	/	-3	/
N#C/C(=N\Nc1ccc(Br)cc1)C(=N)N1CCOCC1	-23	-26	-3	-61	-10	-41	-6	-68	7	-56	3
O=C(CCS(=O)(=O)c1cccc2nsnc12)NC1CCCCC1	-4	-11	2	12	-2	-9	-1	0	-1	2	4
Cc1ccc(S(=O)(=O)N2CC(=O)NC(=O)C2)cc1	13	4	18	-6	-8	7	-5	23	-13	-12	11
Cc1sc2ncn(/N=C/c3ccco3)c(=O)c2c1C	8	-4	-3	19	-8	4	9	-10	1	-9	-1
Cc1ccc(S(=O)(=O)N2CCOCC2)cc1NC(=O)CSc1cccc[n+]1[O-]	-21	11	-13	10	-8	-3	-5	-29	7	-5	-2
COc1ccc(N2CC(C)Cn3c2nc2c3c(=O)[nH]c(=O)n2C)cc1 (centres undefined)	4	0	12	-11	-4	23	7	-26	-3	12	-41
COCCN(Cc1ccccc1)C(=O)c1cccc(S(=O)(=O)N2CCN(Cc3ccccc3)CC2)c1	16	-2	8	13	11	-2	-5	-19	-5	-9	-1
O=C(O)CSc1ccccn1	0	-4	1	5	0	-1	-2	-2	5	-3	17
CC(C(=O)N1CCc2ccccc21)N1CCN(S(=O)(=O)c2ccc3c(c2)OCCCO3)CC1 (centres undefined)	13	-1	8	-10	-1	3	-10	-9	-12	3	4
CC(=O)Nc1cc(-c2ccccc2)cn2c(-c3ccc(F)cc3)cnc12	-20	/	-20	-11	4	-12	-2	-3	/	-11	3
O=C(c1ccc(NC(=S)NCc2ccco2)cc1)N1CCCCC1	-22	6	-27	18	3	-10	-8	-3	-6	-3	-15
Cc1nc2c(o1)CCc1ccccc1C2O (centres undefined)	6	-12	-4	2	-8	11	-6	-14	10	-3	16
Cc1ccc(S(=O)(=O)Oc2cccc([N+](=O)[O-])c2)cc1	-6	-3	-12	11	2	-15	2	5	-10	-13	-3
Cc1c([C@@H]2C[C@H]3CN(Cc4cccc(Cl)c4)C(=O)[C@]34CCCN24)cnn1C	2	-1	1	-7	0	1	2	-1	0	17	1
CC(=O)Nc1ccc(N2CCN(Cc3ccccc3F)CC2)cc1	-30	-6	-8	1	4	4	-7	-2	3	-12	12
CC/C(Cc1ccccc1)=N/NC(=O)CCn1nnc2ccccc21	18	1	-25	-2	-3	-15	-3	2	-2	8	13
Cc1ccnc(NC2(C(F)(F)F)N=C3SCCN3C2=O)c1 (centres undefined)	-30	5	-1	-23	3	2	2	2	-1	3	-8
Cc1ccc(S(=O)(=O)Nc2ccccc2N=Cc2c(F)c(F)c(F)c(F)c2F)cc1	-16	-4	4	1	11	-10	-1	-7	-11	-2	14
Cc1nc(-c2ccccc2)c(Cc2ccccc2O)c(=O)[nH]1	14	2	-4	1	-10	-6	-8	16	1	-16	-7
Cc1oc2c(CN3CCC(C)CC3)c(O)ccc2c(=O)c1-c1ccccc1	-5	3	5	-1	-22	20	12	-3	-7	8	-12
CCOC(=O)C1CCN(C(=O)Nc2ccc(Cl)cc2Cl)CC1	1	-14	-24	1	-4	-9	-1	-34	-3	-4	-8
CCOc1ccc(CN(Cc2ccco2)S(=O)(=O)c2ccc(-n3cnnn3)c(OC)c2)cc1	3	4	23	-25	9	13	-11	-39	-9	-21	/
O=[N+]([O-])c1cc(C(F)(F)F)ccc1N1CCN(CCO)CC1	4	-13	-5	11	-1	-10	1	3	12	7	1
Clc1ccccc1Nc1ncnc2c1nnn2Cc1ccccc1	1	-10	14	-6	13	12	2	-2	3	-6	/
CCOC(=O)C(C)Oc1cccc2c(=O)n(CC(=O)Nc3ccc(OCC)cc3)ccc12 (centres undefined)	14	5	-3	62	-16	18	11	12	1	10	-13
CCN(CC)Cc1c(O)ccc2c(=O)c(-c3ccccc3OC)coc12	-2	7	2	1	-4	21	-2	-19	-6	2	0
O=C(/C=C/c1ccc(OCCCF)cc1)NCc1ccc(Cl)c(Cl)c1	19	3	-1	26	3	11	1	12	2	6	4
Cc1cccc(N(C(=O)c2csnn2)C(C(=O)NCc2ccccc2)c2ccc(C)o2)c1 (centres undefined)	12	-5	-16	-2	-4	-1	-7	8	1	1	4
CCc1cc(=O)oc2c(C)c(OC(C)C(=O)NCC3CCC(C(=O)O)CC3)ccc12 (centres undefined)	2	-2	11	-18	-5	-10	-12	-3	-2	0	-4
Cc1cc(C2C(C#N)=C(N)OC3=C2C(=O)CCC3)c(C)s1 (centres undefined)	1	-13	0	11	-6	14	0	-2	10	-9	-6
Cc1ccc(-n2nc3c(=O)n(CCCC(=O)NCc4cccc(F)c4)nc(C)c3c2C)cc1	10	-17	20	-21	4	-4	-8	-12	-5	-12	0
Cc1nc2ccc(C(=O)N/N=C/c3cc([N+](=O)[O-])ccc3O)cc2[nH]1	12	14	13	-12	-4	-4	2	0	-2	11	-1
CCc1nnc(NC(=O)CSc2nnc3nc(C)cc(C)n23)s1	-28	1	9	-2	1	-21	2	0	7	-7	-12
CN(C)C(=O)CSc1n[nH]c(=O)[nH]c1=O	2	4	6	-5	-1	15	-7	12	-2	5	-7
O=C(NN1C(=O)c2ccccc2NC1c1ccc([N+](=O)[O-])o1)c1ccc(Br)cc1 (centres undefined)	-1	-5	24	15	-1	1	-4	-10	0	9	-2
CC(C)(C)OC(=O)N1CCC[C@H]1c1nnc(SCc2cccc(Cl)c2)o1	8	1	-14	-10	-4	-10	2	2	-14	22	-1
COc1ccc(-c2ccc(CCC(=O)O)n2Cc2ccco2)cc1	2	-21	14	-9	-21	6	-10	3	9	10	-13
Cc1ccc(OCC(=O)NNC(=O)c2ccco2)c(C)c1	-25	8	-28	5	16	-7	-5	-15	-11	-21	13
COC(=O)c1c(NC(=O)/C=C/c2ccco2)sc2c1CCC2	1	-5	24	-10	-5	5	-10	-1	-6	12	-2
CCc1ccccc1NC(=O)NC1CCCCC1	-8	-9	1	11	-2	-2	-5	2	4	2	/
O=C1[C@@H](c2ccccc2)CC[C@@H]2C=CC[C@H]3CCN1[C@@H]32	4	/	5	2	9	-1	-8	/	/	/	/
CCN(CC)C(=O)Cn1cc(C(=O)C(=O)N2CCN(c3ccccc3)CC2)c2ccccc21	13	0	-17	-6	-8	-2	-7	-6	1	1	-2
CC(C)=CCN1CCN(Cc2cccc3nccnc23)CC1CCO (centres undefined)	-21	3	6	1	0	0	-11	-2	-20	21	10
CCOc1ccc(C2C(C#N)=C(N)Oc3nc[nH]c(=O)c32)cc1 (centres undefined)	3	10	3	-3	18	14	-2	5	-3	-14	-5
Cc1sc2ncn(CCC(=O)O)c(=O)c2c1C	-4	2	-10	-7	-1	0	8	-15	2	3	1
Cc1ccc2nc(NC(=O)c3ccc4ncsc4c3)sc2c1	-73	-36	20	-145	39	-7	-5	-86	15	-108	-3
CC(C)c1ccc(C(=O)N2CCN(c3cnn(C)c(=O)c3Cl)CC2)cc1	-23	-12	-8	-13	5	-8	-3	-5	7	1	-2
COc1ccc(-n2c(=S)[nH]c3cc(C(=O)N4CCN(c5ccccc5)CC4)ccc3c2=O)c(OC)c1	19	-3	8	-1	6	8	-4	4	-9	-15	1
COc1ccc(C(CC(=O)c2ccc(O)cc2)S(=O)(=O)c2ccc(C)cc2)cc1 (centres undefined)	-24	-1	-54	-23	23	-47	-3	-48	-1	-39	0
CCc1ccc(/C=C/C(=O)C2C(=O)c3ccccc3C2=O)cc1	-48	51*	-44	-14	91*	-23	-1	-51	-2	-78	-1
CC(C)C(NC(=O)c1ccc(Cl)cc1)C(=O)NC1=NCCS1 (centres undefined)	-4	0	-19	23	-7	16	-7	11	8	-11	2
COc1ccc2cc3c(N)nn(C(=O)c4ccc(Cl)c([N+](=O)[O-])c4)c3nc2c1	-2	19	22	3	-19	3	-7	30	-5	39	-10
COC(=O)c1c(C)nsc1NC(=O)Oc1ccccc1	4	1	5	-2	-7	-7	1	6	-3	7	1
N#Cc1c(N2CCOCC2)nc(-c2ccco2)c2c1CCCC2	8	-8	-1	13	-3	14	4	3	0	5	3

In a second layout: entries from further up
Cc1ccc(S(=O)(=O)Nc2ccccc2N=Cc2c(F)c(F)c(F)c(F)c2F)cc1
  SRC2 inh: -16
  EBV LMP1 NFkB: -4
  TROY NFkB inh: 4
  NR5A2 inv ag: 1
  C8 TRAIL sens: 11
  NR2F2 inh: -10
  NOD2-RIPK2 inh: -1
  NCOA1 inh: -7
  TLR9-MyD88 block: -11
  NCOA3 inh: -2
  Vif imaging: 14
COc1ccc(N2CC(C)Cn3c2nc2c3c(=O)[nH]c(=O)n2C)cc1 (centres undefined)
  SRC2 inh: 4
  EBV LMP1 NFkB: 0
  TROY NFkB inh: 12
  NR5A2 inv ag: -11
  C8 TRAIL sens: -4
  NR2F2 inh: 23
  NOD2-RIPK2 inh: 7
  NCOA1 inh: -26
  TLR9-MyD88 block: -3
  NCOA3 inh: 12
  Vif imaging: -41

The results go on.
SMILES	SRC2 inh	EBV LMP1 NFkB	TROY NFkB inh	NR5A2 inv ag	C8 TRAIL sens	NR2F2 inh	NOD2-RIPK2 inh	NCOA1 inh	TLR9-MyD88 block	NCOA3 inh	Vif imaging
Cc1cccc(Oc2nc3ccccn3c(=O)c2/C=C(\C#N)C(=O)NC2CCS(=O)(=O)C2)c1 (centres undefined)	-17	-6	3	30	14	-8	-7	15	4	5	1
CC1(C)CCC(=O)N2CC[C@H]3c4cc5ccccc5nc4C[C@@H]1[C@H]32	-13	-10	-2	0	-15	3	1	-40	1	16	9
C[C@@H]1CN([C@H](C)CO)C(=O)c2cccc(NC(=O)c3ccncc3)c2O[C@@H]1CN(C)Cc1ccc(C(=O)O)cc1	-19	0	10	-26	-7	6	1	-2	-6	-20	2
O=[N+]([O-])c1ccccc1N=NNc1ccccc1	-27	-47	-9	14	-13	-16	-5	-51	5	-41	-1
COc1cccc(CN2CCN(Cc3cccc4c3OCO4)CC2CCO)c1 (centres undefined)	9	-1	0	9	3	6	8	13	5	6	15
O=C(NCc1ccc(Cl)nc1)c1csc(COCCO)n1	-24	/	9	-14	-13	6	-11	-6	/	-6	12
CCn1c(CCn2ccnc2C)n[nH]c1=S	-9	0	-8	2	-6	-7	2	-9	0	-2	-3
COc1ccc(CNC(=O)CC2C[C@H](C(=O)N3CCOCC3)[C@@]3(CCC4CCCC4)c4[nH]c5ccccc5c4CCN3C2=O)cc1OC (some centres undefined)	16	10	15	-11	-4	-23	-4	8	-1	8	/
